Source: PubChem (Johns Hopkins Ion Channel Center)
CHT allo act = allosteric activators of human choline transporter CHT; actives 0.49% (n = 310,000); CHT-expressing cells, membrane potential dye, choline EC20; hits give high values; LV-AA mutant CHT in HEK293 cells; AID 488977; B-score at 10 µM; Q9GZV3;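 active means initial fluorescence not abnormally high and integrated response B-score, plate-corrected, over 3 SD above library mean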
Target sequence (Q9GZV3 whole entry, looked up): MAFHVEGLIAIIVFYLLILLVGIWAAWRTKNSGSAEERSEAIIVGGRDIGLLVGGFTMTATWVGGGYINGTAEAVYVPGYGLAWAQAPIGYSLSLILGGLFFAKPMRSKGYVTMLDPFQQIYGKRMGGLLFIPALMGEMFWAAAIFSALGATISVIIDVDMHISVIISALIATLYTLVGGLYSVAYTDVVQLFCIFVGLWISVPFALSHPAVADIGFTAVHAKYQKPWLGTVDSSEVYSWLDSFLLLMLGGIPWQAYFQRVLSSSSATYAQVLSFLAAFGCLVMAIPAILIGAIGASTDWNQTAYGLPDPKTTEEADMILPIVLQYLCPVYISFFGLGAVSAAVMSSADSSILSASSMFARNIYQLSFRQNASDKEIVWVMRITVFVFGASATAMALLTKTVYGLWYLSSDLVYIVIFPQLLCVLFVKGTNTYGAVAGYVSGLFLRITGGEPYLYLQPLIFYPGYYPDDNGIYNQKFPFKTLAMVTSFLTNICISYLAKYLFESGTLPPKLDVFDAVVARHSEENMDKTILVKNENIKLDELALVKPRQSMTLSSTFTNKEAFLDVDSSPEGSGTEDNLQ
CHT block = human CHT choline transport inhibition; B-score at 10 µM; actives 0.86% (n = 310,000); AID 488975; CHT-expressing cells, membrane potential dye, choline response; hits give low values; Q9GZV3;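 active means B-score over 3 SD under the library average, and starting fluorescence ratio not unusually high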;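 further: choline stimulus applied at its EC90 after an EC20 pre-addition; B-score computed on integrated fluorescence ratio after choline addition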
Numbers without * were called inactive.

Results for Cn1c2ccccc2c2nnc(SCc3ccc4nonc4c3)nc21 ?
CHT allo act: inactive; CHT block: inactive

What do the screens show for `O=C(NCC1COc2ccccc2O1)c1ccc(NC(=O)c2ccco2)cc1` (stereo unspecified)?
CHT allo act: inactive; CHT block: inactive

How did CCc1cc(=O)oc2cc(C)cc(OCC(=O)N3CCC(C(=O)O)CC3)c12 do in these assays?
CHT allo act: inactive; CHT block: inactive

Results for CCn1c(C(=O)N2CCCC(C(=O)O)C2)cc2sccc21 (stereo unspecified) ?
CHT allo act: inactive; CHT block: inactive

What do the screens show for `O=C(Cn1nnc2ccccc21)NNC(=O)c1ccccc1`?
CHT allo act: inactive; CHT block: inactive

Results for O=C(CSc1nc2ccccc2o1)NCC(=O)c1ccccc1 ?
CHT allo act: inactive; CHT block: inactive

What do the screens show for `Cc1ccnc2nc(C(=O)Nc3nc4ccccc4s3)nn12`?
CHT allo act: inactive; CHT block: inactive

What do the screens show for `O=C(/C=C/c1cccc([N+](=O)[O-])c1)c1ccc2c(c1)OCCO2`?
CHT allo act: inactive; CHT block: inactive

How did COc1ccc(C2C(C#N)=C(N)Oc3n[nH]c(C)c32)cc1Cn1nnc2ccccc21 (stereo unspecified) do in these assays?
CHT allo act: inactive; CHT block: inactive

What do the screens show for `CCc1ccccc1NC(=O)N1CCCc2ccccc21`?
CHT allo act: inactive; CHT block: inactive

What do the screens show for `Cn1cc(NC(=O)OCc2ccc(Cl)cc2)c(C(F)(F)F)n1`?
CHT allo act: inactive; CHT block: inactive

How did O=C(CSc1ccc(-c2nc3ccccc3[nH]2)cn1)Nc1ccc(S(=O)(=O)NC2CC2)cc1 do in these assays?
CHT allo act: inactive; CHT block: -5.7*

How did Cc1cccc(NC2(C(F)(F)F)N=C3SCCN3C2=O)n1 (stereo unspecified) do in these assays?
CHT allo act: inactive; CHT block: inactive

How did CC1CCC(N2CCN(S(=O)(=O)Cc3ccccc3)CC2)CC1 (stereo unspecified) do in these assays?
CHT allo act: inactive; CHT block: inactive

Results for COC(=O)c1c(C(=O)OC)c2ccccn2c1C(=O)c1ccc([N+](=O)[O-])cc1 ?
CHT allo act: inactive; CHT block: inactive

Quoted at random: two records from the list, in no set order.
How did COc1ccc(C2C(C#N)=C(N)Oc3n[nH]c(C)c32)cc1Cn1nnc2ccccc21 (stereo unspecified) do in these assays?
CHT allo act: inactive; CHT block: inactive

How did O=C(CSc1ccc(-c2nc3ccccc3[nH]2)cn1)Nc1ccc(S(=O)(=O)NC2CC2)cc1 do in these assays?
CHT allo act: inactive; CHT block: -5.7*

In the list so far, 2 have a COOH group.
How did CCc1cc(=O)oc2cc(C)cc(OCC(=O)N3CCC(C(=O)O)CC3)c12 do in these assays?
CHT allo act: inactive; CHT block: inactive

Results for CCn1c(C(=O)N2CCCC(C(=O)O)C2)cc2sccc21 (stereo unspecified) ?
CHT allo act: inactive; CHT block: inactive

Following part.
What do the screens show for `OCc1nc2ccccc2n1/N=C/c1cccs1`?
CHT allo act: inactive; CHT block: inactive

What do the screens show for `CCCCSCc1cc(C(=O)O)oc1C(C)(C)C`?
CHT allo act: inactive; CHT block: inactive

Results for COc1ccc2nc(N3CCC(C)CC3)c(C#N)cc2c1 ?
CHT allo act: inactive; CHT block: inactive

How did CC(Oc1ccc(Cl)cc1)c1ccn[nH]1 (stereo unspecified) do in these assays?
CHT allo act: inactive; CHT block: inactive

What do the screens show for `O=C(CSc1nc2c(c(=O)n1-c1ccc(Br)cc1)SCC2)NCC1CCCO1` (stereo unspecified)?
CHT allo act: inactive; CHT block: inactive

How did CC(C)(C)NC(=O)c1ccc2c(c1)N(CC(=O)N1CCCCC1)C(=O)C(C)(C)O2 do in these assays?
CHT allo act: inactive; CHT block: inactive

What do the screens show for `CSc1ccc(CCNC(=O)c2cc(-c3ccccc3)c(N3CCOCC3)s2)cc1`?
CHT allo act: inactive; CHT block: inactive

What do the screens show for `CCN1CCN(C(=O)c2ccccc2N(Cc2ccccc2)S(C)(=O)=O)CC1`?
CHT allo act: inactive; CHT block: inactive

What do the screens show for `CCOc1ccc(C(O)c2nccn2C)cc1` (stereo unspecified)?
CHT allo act: inactive; CHT block: inactive

Results for COc1ccc(C2OC(=O)CC2C(=O)NC2CCCCCC2)cc1OC (stereo unspecified) ?
CHT allo act: inactive; CHT block: inactive

Results for COc1ccc(N2C(=O)C(CC(=O)Nc3ccccc3)N(CCc3ccc(OC)c(OC)c3)C2=O)cc1 (stereo unspecified) ?
CHT allo act: inactive; CHT block: -8.7*

What do the screens show for `COC(=O)c1nn(-c2cccc(Cl)c2)cc(OC)c1=O`?
CHT allo act: inactive; CHT block: inactive

How did O=S(=O)(c1cccc(-c2nnc(-c3cccnc3)o2)c1)N1CCCCC1 do in these assays?
CHT allo act: inactive; CHT block: inactive

What do the screens show for `COc1ccc(OC)c(CCNC(=O)c2ccc(CS(=O)Cc3ccc(Cl)cc3)o2)c1` (stereo unspecified)?
CHT allo act: inactive; CHT block: inactive

What do the screens show for `CCCCN(CCCC)CCNC(=O)c1cn(C)c2ccc(S(=O)(=O)N(C)C3CCCCC3)cc2c1=O`?
CHT allo act: inactive; CHT block: -6.9*

In the list so far, these contain a tert-butyl group:
What do the screens show for `CCCCSCc1cc(C(=O)O)oc1C(C)(C)C`?
CHT allo act: inactive; CHT block: inactive

How did CC(C)(C)NC(=O)c1ccc2c(c1)N(CC(=O)N1CCCCC1)C(=O)C(C)(C)O2 do in these assays?
CHT allo act: inactive; CHT block: inactive

Next compounds follow.
Results for O=C1c2ccccc2C(O)N1c1cccnc1 (stereo unspecified) ?
CHT allo act: inactive; CHT block: inactive

How did COc1ccc(CNC(=O)c2oc3ccc(S(=O)(=O)N4CCOCC4)cc3c2C)cc1 do in these assays?
CHT allo act: inactive; CHT block: inactive

How did Cc1oc(-c2cc(F)ccc2F)nc1CN1CCN(C)C(=O)[C@@H]1C do in these assays?
CHT allo act: inactive; CHT block: inactive

How did CCc1nnc(NC(=O)Cn2nc(-c3ccc(OC)c(OC)c3)ccc2=O)s1 do in these assays?
CHT allo act: inactive; CHT block: inactive

What do the screens show for `c1ccc(Nc2cccc3c(Nc4ccccc4)cccc23)cc1`?
CHT allo act: inactive; CHT block: inactive

How did CC(=O)c1cnc2nc(C(F)(F)F)nn2c1C do in these assays?
CHT allo act: inactive; CHT block: inactive

What do the screens show for `COc1ccccc1NS(=O)(=O)c1ccc(C(=O)NCC(c2ccccc2OC)N(C)C)cc1` (stereo unspecified)?
CHT allo act: inactive; CHT block: inactive

How did O=C(CC1Sc2ccccc2NC1=O)OCc1cc(=O)oc2cc(O)ccc12 (stereo unspecified) do in these assays?
CHT allo act: inactive; CHT block: inactive

How did CCOC(=O)CC1(c2ccccc2)CCOC(C)(C)C1 (stereo unspecified) do in these assays?
CHT allo act: inactive; CHT block: inactive

What do the screens show for `COc1ccc(C2C3=C(CCCC3=O)Nc3ccc4ncccc4c32)cc1OC` (stereo unspecified)?
CHT allo act: inactive; CHT block: inactive

What do the screens show for `CCCn1[nH]cc(SC)c(=O)c1=O`?
CHT allo act: inactive; CHT block: inactive

Results for O=C(NNS(=O)(=O)c1ccc(F)cc1)c1cnn(-c2ccccc2)c1C(F)(F)F ?
CHT allo act: inactive; CHT block: inactive

What do the screens show for `O=C(NNS(=O)(=O)c1ccc2ccccc2c1)NC1CCCCC1`?
CHT allo act: inactive; CHT block: inactive

Results for CN(Cc1ccccc1)C(=O)c1nc2ccccn2c1CNCCCOc1cccnc1 ?
CHT allo act: inactive; CHT block: inactive

How did COc1ccccc1C#Cc1ccc2c(=O)c3ccccc3n(C)c2c1 do in these assays?
CHT allo act: inactive; CHT block: inactive

The last 2 compounds of the part before open the next one:
Results for CN(Cc1ccccc1)C(=O)c1nc2ccccn2c1CNCCCOc1cccnc1 ?
CHT allo act: inactive; CHT block: inactive

How did COc1ccccc1C#Cc1ccc2c(=O)c3ccccc3n(C)c2c1 do in these assays?
CHT allo act: inactive; CHT block: inactive

How did Cc1cc2c(ncn2C(C)C)c(NS(=O)(=O)c2ccc(F)cc2)c1C do in these assays?
CHT allo act: inactive; CHT block: inactive

How did O=[N+]([O-])c1cccc(-c2nnc(C3CC3)o2)c1 do in these assays?
CHT allo act: inactive; CHT block: inactive

How did COc1ccc(CN(Cc2ccccn2)S(=O)(=O)c2ccc(-n3cnnn3)cc2)cc1 do in these assays?
CHT allo act: inactive; CHT block: inactive

Results for CCc1ccc(/C([O-])=C(/C(=S)NCCN2CCOCC2)[n+]2ccccc2)cc1 ?
CHT allo act: inactive; CHT block: inactive

How did Cc1ccccc1OCC(=O)N/N=C1\CC(=O)CC(C)(C)C1 do in these assays?
CHT allo act: inactive; CHT block: inactive

Results for CCOC(=O)c1ccccc1NC(=O)c1cc2ccccc2o1 ?
CHT allo act: inactive; CHT block: inactive

What do the screens show for `Cc1cc(-c2ccccc2)nc(N(C)N)c1S(C)(=O)=O`?
CHT allo act: inactive; CHT block: inactive

How did COC(=O)CCC(=O)OC1(C)C(=O)C2=CN(CC(C)C)C(c3ccc(OC)cc3)=CC2=C(Br)C1=O (stereo unspecified) do in these assays?
CHT allo act: inactive; CHT block: inactive

How did CC(NO)/C(=N\O)c1cccs1 (stereo unspecified) do in these assays?
CHT allo act: inactive; CHT block: inactive

What do the screens show for `CCOC(=O)CN1C(=O)N[C@@H](CCc2ccccc2)C(C(C)=O)=C1C`?
CHT allo act: inactive; CHT block: inactive

How did O=C(NN1C(=O)c2ccccc2C1=O)C1C2CCCCC21 (stereo unspecified) do in these assays?
CHT allo act: inactive; CHT block: inactive

Results for CC1(C)C(=O)OC(C(=O)c2ccc(C(C)(C)C)cc2)C(C)(C)C1=O (stereo unspecified) ?
CHT allo act: inactive; CHT block: inactive

How did O=C(Nc1ccc(Cl)cc1)c1cnc(-c2ccccc2)nc1-c1ccccc1 do in these assays?
CHT allo act: inactive; CHT block: inactive

How did CCOC(=O)N1CCN(C(=O)c2ccc(CS(=O)Cc3ccc(C)cc3)o2)CC1 (stereo unspecified) do in these assays?
CHT allo act: inactive; CHT block: inactive

What do the screens show for `O=[N+]([O-])c1cccc2c(Cl)ccnc12`?
CHT allo act: inactive; CHT block: inactive

What do the screens show for `CCC(C)NC(=O)c1cn(-c2cccc(C)n2)cn1` (stereo unspecified)?
CHT allo act: inactive; CHT block: inactive

How did COc1ccc(C(=O)N/C(=C\c2cn(C)c3ccccc23)C(=O)NCCN2CCOCC2)cc1OC do in these assays?
CHT allo act: inactive; CHT block: inactive

Results for Cc1ccc(C2(CCNCc3ccco3)CCOC(C(C)C)C2)cc1 (stereo unspecified) ?
CHT allo act: inactive; CHT block: inactive

Results for COc1ccc(Cl)cc1NC(=O)CCc1nnc2ccc(N3CCC4(CC3)OCCO4)nn12 ?
CHT allo act: inactive; CHT block: inactive

What do the screens show for `O=C1CCCN1CC(=O)N1CCCC(N2CCN(c3cccc(Cl)c3)CC2)C1` (stereo unspecified)?
CHT allo act: inactive; CHT block: inactive

How did Cc1ccc(NCc2nnc(SCC(=O)NCc3ccco3)n2CC2CCCO2)cc1Cl (stereo unspecified) do in these assays?
CHT allo act: inactive; CHT block: inactive

What do the screens show for `COc1ccccc1C(=O)Nc1onc(C)c1C#N`?
CHT allo act: inactive; CHT block: -6.4*

What do the screens show for `CCC(CC)C(=O)NCCc1ccc(F)cc1`?
CHT allo act: inactive; CHT block: inactive

How did Cc1c(NC(=O)COc2ncnc3c(Cl)cc(Cl)cc23)c(=O)n(-c2ccccc2)n1C do in these assays?
CHT allo act: inactive; CHT block: inactive

How did Cc1ccc2nccc(C(=O)N3CCCC(N4CCN(c5ccc(F)cc5)CC4)C3)c2c1 (stereo unspecified) do in these assays?
CHT allo act: inactive; CHT block: inactive

How did CCC(=O)NC(c1ccc(C)cc1)c1ccc2cccnc2c1O (stereo unspecified) do in these assays?
CHT allo act: inactive; CHT block: inactive

Results for CC(C)NC(=O)COc1ccc(/C=N/NS(=O)(=O)c2ccccc2)cc1 ?
CHT allo act: inactive; CHT block: inactive

Results for CCN1CCN(c2nc(Nc3ccc(OC)cc3)nc(N)c2[N+](=O)[O-])CC1 ?
CHT allo act: inactive; CHT block: inactive

How did CCCc1ccc(C(=O)[C@@H]2[C@@H](C(C)=O)N3c4ccc(F)cc4C=C[C@@H]3[C@@]23C(=O)Nc2ccccc23)cc1 do in these assays?
CHT allo act: inactive; CHT block: inactive

What do the screens show for `COCCCNC(=S)N1CCN(C(c2ccccc2)c2ccccc2)CC1`?
CHT allo act: inactive; CHT block: inactive

How did COc1ccc(CC(=O)OCC(=O)Nc2cccc(Br)c2)cc1 do in these assays?
CHT allo act: inactive; CHT block: inactive

How did CN(c1ccccc1)S(=O)(=O)c1ccc(Cl)c(C(=O)Nc2ccc(N3CCOCC3)cc2)c1 do in these assays?
CHT allo act: inactive; CHT block: inactive

Results for COc1ccc(C2(C)NC(=O)N(CC(=O)NCCC3=CCCCC3)C2=O)cc1OC (stereo unspecified) ?
CHT allo act: inactive; CHT block: inactive

What do the screens show for `CCCn1c(=O)c2sccc2n2c(CCCC(=O)NCc3cccnc3)nnc12`?
CHT allo act: inactive; CHT block: inactive

Results for COc1cc(/C=N/NC(=O)CCN2CCCCC2)ccc1O ?
CHT allo act: inactive; CHT block: inactive

What do the screens show for `CC(=O)Nc1cccc(NC(=O)c2cccc(-c3ccc(O)cc3)c2)c1`?
CHT allo act: inactive; CHT block: inactive

How did O=C(CSc1nnc(-c2ccco2)c(-c2ccco2)n1)c1ccccc1 do in these assays?
CHT allo act: inactive; CHT block: inactive
